Bioassay records: PubChem, National Center for Advancing Translational Sciences (NCATS)
a7 integrin act = activates integrin-mediated alleviation for muscular dystrophy; 350,000 compounds, 0.064% hits; alpha7betagal myoblasts, beta-gal FDG fluorescence, 48 h; Potency, µM (series often up to 38.3 µM), for the others: at the highest dose activation, hits mostly activators;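 note: potency is the fitted concentration of half-maximal effect; 100% = response of the positive control SU9516; nearly all actives have a fitted effect of over 60% in size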
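Alpha7betagal+/- myoblasts (passage 13) were plated 16-24 hr, then exposed to compounds (1:260 dilution of DMSO stock) for 48 hours at 37C. After MPER lysis, β-galactosidase reporter activity was read as FDG fluorescence (ex 480/em 540) after 30 minutes.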
KCNH2 WT inh = KCNH2 (human, wildtype) channel inhibition. U2OS, BacMam KCNH2, thallium flux FluxOr; hits give low values. 340,000 compounds, 0.37% hits. activity change, % at 1.84 µM. Q12809;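 active = maximum activity change below -70%; inconclusive = maximum activity change between -70% and -50%; inactive = maximum activity change above -50%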; note: % is set by controls: 0 for no effect and ±100 for the full control effect
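U2OS cells were transduced with wild-type KCNH2 virus (2.03 x 10^8 / mL) for 4 h at room temperature, then cultured overnight at 37 C. Thallium flux was read with FluxOr dye. Rate constants were normalized to DMSO controls.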
KCNH2 3.1 inh = KCNH2 3.1 (human) potassium channel inhibition; AID 720553; 340,000 compounds, 0.95% hits; activity change, % (tested at about 1.8 µM); U2OS KCNH2 3.1, thallium flux FluxOr; hits give low values;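 active = maximum activity change below -70%; inconclusive = maximum activity change from -70% to -50%; inactive = maximum activity change above -50%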;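 note: thallium influx rate constant from kinetic fluorescence after stimulation buffer; % is set by controls: 0 for no effect and ±100 for the full control effect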
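Virally transduced U2OS (3.1 isoform, 4 h infection in dark at RT) → overnight 37 C → FluxOr + Red40 in HBSS/HEPES, 45 min → stimulation buffer, 2 min kinetic read → rate constant vs DMSO controls.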
CXXC DNA block = blocks binding of human MLL CXXC domain to DNA | Potency, µM (highest dose often 115 µM), inactives show at the highest dose activity change, negative = inhibition, hits mostly inhibitors | Q03164 | 290,000 compounds, 0.037% hits | MLL-CXXC / FITC-HOXA9 DNA fluorescence polarization | AID 2662; active = well fitted inhibition curve with a large enough effect in the polarisation, with a control signal flat, not every such curve was filed as active; inconclusive = small, poorly fitted or top-dose-only effect, or effect the other way, or a change in a side signal; inactive = no such curve, though single readings can be large or run the other way; the % refers to the polarisation; note: potency is the fitted concentration of half-maximal effect
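Steps: dispense CXXC domain solution (7 uM) → pin compounds or unlabeled HOX-A9 DNA control → 5 min ambient → add FLSN-HOX-A9 solution (50 nM) → spin → 30 min ambient → fluorescence polarization. Tris pH 7.5/NaCl/DTT/BSA buffer.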
TRPV1 agonist = activates the human vanilloid receptor TRPV1; Q8NER1; TRPV1-expressing cells, Fluo-8 calcium influx, agonist mode; activation, % at 8.33 µM; 320,000 compounds, 0.19% hits; AID 540275; in the data active = activation above about 80%; inconclusive = between about 30% and that limit; note: 0% is about no effect
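Fluo-8 calcium influx in TRPV1-expressing cells, kinetic read (ex 480/em 520 nm). Compound added and read 3 min for agonist activity, followed by capsaicin at EC20 final and 2 min further read for enhancement.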
S-ASM inh = human S-ASM enzyme inhibition | 340,000 compounds, 0.006% hits | placental ASM, HMU-PC fluorogenic substrate, 60 min | Potency, µM (series often up to 57.5 µM), inactives show at the highest dose activity change, negative = inhibition, hits mostly inhibitors; note: potency is the fitted concentration of half-maximal effect
Target sequence (P17405 47-631 limits assumed): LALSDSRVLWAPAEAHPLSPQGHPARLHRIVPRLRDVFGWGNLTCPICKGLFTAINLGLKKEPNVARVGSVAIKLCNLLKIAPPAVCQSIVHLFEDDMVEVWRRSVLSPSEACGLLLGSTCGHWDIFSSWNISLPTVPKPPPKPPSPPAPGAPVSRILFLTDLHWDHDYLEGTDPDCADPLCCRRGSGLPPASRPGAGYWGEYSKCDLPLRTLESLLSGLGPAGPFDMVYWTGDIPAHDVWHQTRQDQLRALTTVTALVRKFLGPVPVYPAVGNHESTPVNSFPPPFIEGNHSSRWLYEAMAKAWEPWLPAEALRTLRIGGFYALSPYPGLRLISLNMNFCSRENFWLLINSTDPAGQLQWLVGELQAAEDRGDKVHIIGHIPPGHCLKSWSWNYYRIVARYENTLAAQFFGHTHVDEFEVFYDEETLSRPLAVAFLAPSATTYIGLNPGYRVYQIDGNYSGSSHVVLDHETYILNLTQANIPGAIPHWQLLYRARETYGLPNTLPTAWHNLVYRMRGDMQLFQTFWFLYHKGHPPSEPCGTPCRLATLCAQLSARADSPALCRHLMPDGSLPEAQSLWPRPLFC
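Steps: dispense placental human ASM, pin compound, wait 10 min at room temperature, add HMU-PC0 substrate at 9 uM final, incubate 60 min at 37 °C, add stop solution raising pH to 10, read fluorescence.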
Coupling enz = counter-screen for Giardia aldolase inhibitors: coupling enzyme system; coupling enzyme system counterscreen, AmpLite Red fluorescence; activity change, negative = inhibition, % at 58.2 µM, hits read low; 290,000 compounds, 0.67% hits; AID 2472; in the data active = activity change below about -30%; note: % is set by controls: 0 for no effect and ±100 for the full control effect
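Counterscreen lacking aldolase: glyceraldehyde-3-phosphate coupling-enzyme reagent preincubated 10 min at RT with compound (at 57.5 uM final), then substrate/coupling system with AmpLite Red added; fluorescence read at 525/598 nm after 20 min RT.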
GALK inh = blocks human galactokinase activity | Potency, µM (series often up to 57.5 µM), for the others: at the highest dose activity change, negative = inhibition, actives largely listed as inhibitors | Purified GALK, Kinase-Glo residual ATP luminescence | 270,000 compounds, 0.007% hits | P51570; note: potency is the fitted concentration of half-maximal effect; % is set by controls: 0 for no effect and ±100 for the full control effect
Target sequence (P51570 whole entry, looked up): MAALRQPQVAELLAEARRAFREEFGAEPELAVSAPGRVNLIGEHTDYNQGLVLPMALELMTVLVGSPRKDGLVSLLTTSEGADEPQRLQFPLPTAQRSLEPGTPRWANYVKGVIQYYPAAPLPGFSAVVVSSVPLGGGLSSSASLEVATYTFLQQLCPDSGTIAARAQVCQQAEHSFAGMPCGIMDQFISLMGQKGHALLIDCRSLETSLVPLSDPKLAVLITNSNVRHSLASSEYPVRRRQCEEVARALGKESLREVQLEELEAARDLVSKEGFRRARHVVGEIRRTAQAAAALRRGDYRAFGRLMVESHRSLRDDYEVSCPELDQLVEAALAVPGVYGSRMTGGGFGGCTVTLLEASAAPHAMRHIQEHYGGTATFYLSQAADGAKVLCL
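Compounds were pin-transferred into ATP buffer (35 uM final), then GALK plus galactose (5 nM, 100 uM final) was added. After 1 h at room temperature, Kinase-Glo Plus was added and luminescence read after 10 min.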
MBNL1-CUG inh = inhibitors of human MBNL1 binding to CUG repeat RNA. Q9NR56. TR-FRET MBNL1-His/biotin-(CUG)12 binding, 665/545 ratio. Potency, µM (series often up to 57.5 µM), inactives show at the highest dose activity change, negative = inhibition, most hits filed as inhibitors. 280,000 compounds, 0.036% hits. AID 2675; active = well fitted inhibition curve with a large enough effect in the signal ratio, with a control signal flat, not every such curve was filed as active; inconclusive = small, poorly fitted or top-dose-only effect, or effect the other way, or a change in a side signal; inactive = no such curve, though single readings can be large or run the other way; the % refers to the signal ratio; note: potency is the fitted concentration of half-maximal effect; % is set by controls: 0 for no effect and ±100 for the full control effect
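Ratiometric TR-FRET (665 over 545 nm, excitation 340 nm) tracks disruption of MBNL1-His/biotin-(CUG)12 complex after 60 min at room temperature, with compounds at 92 nM to 58 uM final.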
AT treatment = candidate therapy for ataxia-telangiectasia. 320,000 compounds, 0.19% hits. Potency, µM (top dose mostly 57.5 µM), for inactives: at the top dose activation, hits mostly activators. AID 485349. […] A-T fibroblasts, KAP-1 phosphorylation AlphaLISA; neocarzinostatin DNA damage 30 min before lysis; note: potency is the fitted concentration of half-maximal effect; % of control where 0% means no effect; nearly all actives have a fitted effect of over 45% in size
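hTERT-immortalized A-T patient fibroblasts ([…]), 500 cells/well in OPTI-MEM, 1% FBS, got compounds for 60 min, then NCS for 30 min at 37C. Lysates were then assayed for phospho-KAP-1 by AlphaLISA (anti-pKAP1 donor, anti-KAP1 acceptor beads), 6 hr at 25C.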
* marks the source's active call; other numbers are inactive results; u = inconclusive; x = not tested or not shown; [ ] = remark or other dose. Unless noted, calls come from the whole dose curve; as a rule, active = well fitted curve in the direction sought with a large enough effect; inconclusive = small, poorly fitted or top-dose-only effect, or another doubt; inactive = no such curve, though single readings can be large; an effect the other way counts as inactive or inconclusive.

cpd	compound	a7 integrin act	KCNH2 WT inh	KCNH2 3.1 inh	CXXC DNA block	TRPV1 agonist
1	CCN(CC)c1ccc([N+](=O)[O-])cc1C(=O)O	25%	2	-14	2%	-1
2	Cc1noc(C)c1S(=O)(=O)N1CCN(S(=O)(=O)c2ccccc2C#N)CC1	0%	-8	0	0%	-1
3	Nc1nonc1-c1nc2ccccc2[nH]1	18%	-3	6	1%	0
4	Nc1cc(-c2cccc(F)c2)nn1S(=O)(=O)c1cccc2nsnc12	-4%	7	-2	-4%	-1
5	CCOC(=O)c1cc(CC)sc1N1C(=O)CC(Sc2ncccc2C(=O)O)C1=O (stereo not given)	-20%	-3	12	-3%	-3
6	CCS(=O)(=O)N1CCC(NC(=O)C(Cc2cc(OC)ccc2OC)NC(C)=O)CC1 (stereo not given)	17%	-3	-8	10%	-4
7	CC1(C)Cc2ccccc2C(NNC(=O)c2ccccc2)=N1	23%	-1	0	-3%	1
8	Cc1ccc(N(CC(=O)NC2CCCC2)C(=O)CCC(=O)Nc2ccccn2)cc1	13%	13	9	0%	-4
9	COC(=O)c1scc(C)c1N/N=C(\C)c1ccc(F)cc1F	-10%	-1	-5	3%	-7
10	CCCCCSc1nc(C)c(CC(=O)O)c(=O)[nH]1	2%	11	-4	7%	-5
11	Cc1ccc(NC(=S)N(Cc2cccc(Br)c2)CC2CCC(C(=O)O)CC2)cc1 (stereo not given)	-20%	-25	-23	3%	-1
12	O=S(=O)(c1ccc(NC(=S)N2CCN(c3ccc(O)cc3)CC2)cc1)N1CCOCC1	-39%	-3	17	5%	0
13	COc1cc(C(=O)NNC(=O)c2ccoc2C)cc(OC)c1OC	36%	-12	14	5%	-1
14	Nc1nc(NC(=O)c2cccs2)nn1-c1ccccc1	5%	-1	5	-3%	-2
15	O=C(N/N=C/c1cc(Cl)cc(Cl)c1O)c1ccncc1	-38%	-3	2	u	19

cpd	S-ASM inh	Coupling enz	GALK inh	MBNL1-CUG inh	AT treatment
1	-7%	2	1%	u	-11%
2	2%	1	6%	1%	4%
3	0%	0	-2%	7%	-2%
4	-3%	-3	-2%	u	5%
5	4%	9	10%	5%	-1%
6	6%	2	-3%	-4%	9%
7	-5%	0	-3%	1%	0%
8	-3%	1	1%	-3%	0%
9	12%	2	4%	0%	x
10	0%	2	-1%	3%	1%
11	-7%	0	0%	-12%	-3%
12	-5%	0	8%	-1%	-2%
13	-1%	-1	6%	7%	0%
14	103%	1	8%	-1%	8%
15	-2%	5	6%	x	-9%

A different layout for some results above.
Value order – a7 integrin act, KCNH2 WT inh, KCNH2 3.1 inh, CXXC DNA block, TRPV1 agonist, S-ASM inh, Coupling enz, GALK inh, MBNL1-CUG inh, AT treatment
(7) CC1(C)Cc2ccccc2C(NNC(=O)c2ccccc2)=N1
→ 23%, -1, 0, -3%, 1, -5%, 0, -3%, 1%, 0%
(8) Cc1ccc(N(CC(=O)NC2CCCC2)C(=O)CCC(=O)Nc2ccccn2)cc1
→ 13%, 13, 9, 0%, -4, -3%, 1, 1%, -3%, 0%

(cont.)
cpd	compound	a7 integrin act	KCNH2 WT inh	KCNH2 3.1 inh	CXXC DNA block	TRPV1 agonist
16	CC(=O)NS(=O)(=O)c1ccc(NC(=O)c2cc3c(=O)n4ccccc4nc3s2)cc1	37%	-1	5	-10%	0
17	NC(=O)C1CCN(C(=O)c2ccc3c(c2)S(=O)(=O)c2ccccc2C3=O)CC1	12%	8	-16	45%[activator]	4
18	CCOC(=O)c1sc(NC(=O)CSc2ncn(-c3ccccc3)n2)nc1C	-1%	3	2	22%	4
19	O=C(COc1ncnc2c(Cl)cc(Cl)cc12)NCCC1=CCCCC1	-14%	-1	10	18%	8
20	CC1CCCN(Cc2c(O)ccc3c(=O)c(-c4ccc(Cl)cc4)coc23)C1 (stereo not given)	-3%	5	-4	11%	1
21	COc1ccc(-c2cc(C)no2)cc1S(=O)(=O)N1CCOc2ccccc21	0%	25	5	-3%	15
22	O=C(C[C@H]1C[C@H](C(=O)N2CCCCC2)[C@@]2(CCc3ccccc3)c3[nH]c4ccc(Cl)cc4c3CCN2C1=O)NCc1cccc(C(F)(F)F)c1	-7%	-5	-8	x	x
23	COCc1ccc(C(=O)N(C)CC2CCCN(CCc3ccc(OC)cc3)C2)o1 (stereo not given)	u	36	-21	-6%	1
24	Cc1ccc(CONC(=O)c2ccc(C)cc2)cc1	-28%	-4	11	x	u
25	COc1ccc(C(=O)CN2C3=NCCCN3c3ccccc32)cc1OC	-18%	5	-42	-4%	1
26	COc1ccc(Cc2nnc(SCC(=O)NCCc3ccccc3)o2)cc1	-2%	7	-11	-3%	0
27	O=c1c2cc(N3CCOCC3)ccc2[nH]c(=S)n1CCc1ccccc1	-28%	3	-2	12%	-1
28	Oc1ccc2ccccc2c1CNc1ccccn1	-36%	-10	-3	94%[activator]	u
29	N#Cc1ccc(C(=O)Nc2nc3ccccc3[nH]2)cc1	0%	-5	9	-3%	1
30	O=C(COc1ccc2c(c1)oc(=O)c1ccccc12)NC(Cc1ccc(Cl)cc1)C(=O)O (stereo not given)	3%	5	1	-17%	0

cpd	S-ASM inh	Coupling enz	GALK inh	MBNL1-CUG inh	AT treatment
16	449%[activator]	7	4%	u	3%
17	-1%	0	-2%	u	-10%
18	0%	1	-1%	9%	-10%
19	-1%	0	0%	-8%	x
20	36%	-2	0%	-1%	1%
21	1%	-1	0%	-3%	-5%
22	-11%	x	x	x	-19%
23	8%	2	0%	10%	4%
24	7%	x	x	x	-5%
25	3%	-2	x	-14%[11.5 µM]	2%
26	3%	3	6%	6%	0%
27	70%[activator]	3	5%	16%	3%
28	4%	-9	1%	6%	-2%
29	-3%	0	0%	-1%	0%
30	u	9	x	-5%	-5%

The results go on:
cpd	compound	a7 integrin act	KCNH2 WT inh	KCNH2 3.1 inh	CXXC DNA block	TRPV1 agonist
31	CCCCNC(=O)c1ccccc1NC(=O)c1ccccc1N(C)S(C)(=O)=O	32%	-4	1	-7%	x
32	CN(Cc1cn(Cc2ccccc2)nc1-c1ccc2c(c1)OCO2)Cc1nccn1C	-7%	3	-16	-13%	3
33	CCN(CC)c1ccc(/C=N/Nc2nc3ccccc3[nH]2)c(O)c1	-64%[inhibitor]	3	-11	u	7
34	O=C(OCC(=O)N1CCN(c2ccccc2)CC1)c1ccc2ncsc2c1	-12%	-10	-10	-12%	5
35	COc1ccccc1/C=C/c1onc(C)c1S(=O)(=O)N1CCC(C(=O)NC2CCCCCC2)CC1	15%	-23	2	38%[activator]	18
36	CCOC(=O)CC12CN3CN(C1)CC(CC(=O)OCC)(C3)C2=O	3%	5	8	0%	-2
37	CCOc1ccc(C(=O)NNC(=O)CCNC(=O)c2ccc(Br)cc2)cc1OC	-24%	-2	6	x	-1
38	CCSc1nnc(NC(=O)c2cc(C)oc2C)s1	-1%[7.66 µM]	9	-1	0%	8
39	Cc1ccc(CC(NC(=O)c2ccccc2)C(=O)NC(C)C(=O)O)cc1 (stereo not given)	-12%	-2	-4	-4%	-2
40	CCn1c(CNC(=O)c2ccccc2Cl)cc2ccccc21	-9%	-15	-11	23%	9
41	COc1ccc(C(=O)N[C@H](C(=O)NCc2ccc(C)cc2)C(C)C)cc1	-41%	-9	2	5%	0

cpd	S-ASM inh	Coupling enz	GALK inh	MBNL1-CUG inh	AT treatment
31	0%	0	2%	-13%	23%
32	1%	0	1%	8%	0%
33	28%	-5	0%	4%	1%
34	5%	2	0%	4%	1%
35	23%	0	-3%	5%	13%
36	1%	1	0%	-2%	1%
37	-3%	x	x	x	-1%
38	8%	-8	3%	5%	5%
39	0%	2	3%	-9%	x
40	5%	1	2%	-1%	-1%
41	0%	0	-1%	-1%	2%

As a short view, some entries already given:
cpd	compound	a7 integrin act	KCNH2 WT inh	KCNH2 3.1 inh	CXXC DNA block	TRPV1 agonist
32	CN(Cc1cn(Cc2ccccc2)nc1-c1ccc2c(c1)OCO2)Cc1nccn1C	-7%	3	-16	-13%	3
33	CCN(CC)c1ccc(/C=N/Nc2nc3ccccc3[nH]2)c(O)c1	-64%[inhibitor]	3	-11	u	7
34	O=C(OCC(=O)N1CCN(c2ccccc2)CC1)c1ccc2ncsc2c1	-12%	-10	-10	-12%	5

cpd	S-ASM inh	Coupling enz	GALK inh	MBNL1-CUG inh	AT treatment
32	1%	0	1%	8%	0%
33	28%	-5	0%	4%	1%
34	5%	2	0%	4%	1%
